RAD54 inh = blocks human RAD54 Holliday junction branch migration. AID 602329. inhibition, % at 10.4 µM. FAM/BHQ fluorescence. 0.14% of 360,000 active. Q92698;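 active = mean normalized replicate activity at least 40 and at least half of replicates scoring 40 or more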;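 note: 0% = median of neutral control wells and 100% = median of positive control wells; inhibitors cause a drop in the FAM fluorescence signal; in these data hits start at about 50%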
Target sequence (Q92698 whole entry, looked up): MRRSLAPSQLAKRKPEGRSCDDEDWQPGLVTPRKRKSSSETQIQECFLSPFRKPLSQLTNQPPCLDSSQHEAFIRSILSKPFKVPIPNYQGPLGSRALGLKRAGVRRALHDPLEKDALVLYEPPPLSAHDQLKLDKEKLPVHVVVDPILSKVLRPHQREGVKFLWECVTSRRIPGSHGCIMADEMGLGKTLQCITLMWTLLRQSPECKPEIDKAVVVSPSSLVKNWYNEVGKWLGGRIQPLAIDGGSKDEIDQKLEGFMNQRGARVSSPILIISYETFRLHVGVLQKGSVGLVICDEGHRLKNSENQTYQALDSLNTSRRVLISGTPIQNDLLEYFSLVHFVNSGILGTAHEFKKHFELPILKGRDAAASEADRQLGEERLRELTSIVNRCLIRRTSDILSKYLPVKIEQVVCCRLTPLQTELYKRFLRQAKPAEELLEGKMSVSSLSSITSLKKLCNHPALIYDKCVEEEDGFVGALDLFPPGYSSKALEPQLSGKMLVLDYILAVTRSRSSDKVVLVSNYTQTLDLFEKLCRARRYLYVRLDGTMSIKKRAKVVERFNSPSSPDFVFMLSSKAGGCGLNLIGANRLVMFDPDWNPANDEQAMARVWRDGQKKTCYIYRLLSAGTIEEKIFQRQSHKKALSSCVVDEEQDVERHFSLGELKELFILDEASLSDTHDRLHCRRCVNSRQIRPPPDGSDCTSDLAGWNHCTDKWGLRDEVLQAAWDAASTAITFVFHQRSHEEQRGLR
E-selectin induc = induces E-selectin expression in human endothelial cells; P16581; HUVEC E-selectin immunofluorescence imaging; normalized: neutral wells 0, TNF-alpha wells 100; activation, % at 7.58 µM; 0.37% of 260,000 active; AID 686992;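 active = mean E-selectin-positive cell signal at least 10% of the positive control, reached in at least 60% of replicates, without over 20% cell loss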;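 note: in these data hits start at about 27%; measured in HUVEC primary endothelial cells; signal is the percent of cells scored E-selectin positive by PE staining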
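assay system = HUVEC, human umbilical vein endothelial cells | input = 3,000 HUVEC seeded per well | medium = EGM-2 growth medium on 0.1% gelatin-coated wells | dosing = one compound dose added by pin transfer | signal = immunofluorescence imaging | read-out basis = % PE-positive cells | control set = TNF-alpha, DMSO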
esBAF inh = blocks esBAF chromatin remodeling in mouse ES cells | Bmi1-luciferase knock-in reporter, 24 h; 100% = twice the neutral-well signal | reporter increase, % at 12.5 µM | 2% of 350,000 active; in the data active = activation above about 40%;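 note: 0% = median of the plate's neutral control wells and 100% = double that signal; a rise in the Bmi1 reporter signal indicates esBAF inhibition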
ARNT TACC3 PPI = ARNT/TACC3 interaction disruption; Q9Y6A5; inhibition, % at 9.99 µM; 0.66% of 390,000 active; AID 623870; AlphaScreen His-ARNT PAS-B/GST-TACC3 binding, luminescence; TACC3 fragment carries E629A point mutation;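 active = mean inhibition of replicates at least 50% and at least half of replicates each reaching 50%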;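 note: 0% = complete ARNT plus TACC3 wells and 100% = ARNT alone without TACC3; many hits fall short of the cut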
RAD52 anneal inh = blocks human RAD52 DNA annealing; P43351; recombinant RAD52 DNA annealing, FRET fluorescence; inhibition, % at 18.7 µM; 0.46% of 360,000 active;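 active = every replicate showing at least 50% inhibition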
ERp5 block = inhibitors of human ERp5 | inhibition, % at 9.99 µM | ERp5 insulin aggregation, absorbance 650 nm, 90 min | 0.05% of 350,000 active;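 active = mean replicate inhibition above about 25%, with every replicate also reaching it, limit read from the data, passing the limit was not always enough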
PglD inh = inhibitors of Campylobacter jejuni PglD acetyltransferase; purified PglD enzyme, DTNB colorimetric CoA detection; inhibition, % at 12.5 µM; 0.098% of 360,000 active; in the data active = inhibition above about 16%, passing the limit was not always enough; note: strong numbers were not always called active
CASP6 VEID inh = inhibitors of human caspase-6 | 0.53% of 350,000 active | P55212 | purified caspase-6, Z-VEID-R110 cleavage fluorescence | AID 686996 | inhibition, % at 12.5 µM;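 active = mean inhibition across replicates at least about 35%, with every replicate also reaching that limit, limit read from the data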;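 note: 0% = median of neutral control wells and 100% = no fluorescence left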
Target sequence (P55212 24-179 limits assumed): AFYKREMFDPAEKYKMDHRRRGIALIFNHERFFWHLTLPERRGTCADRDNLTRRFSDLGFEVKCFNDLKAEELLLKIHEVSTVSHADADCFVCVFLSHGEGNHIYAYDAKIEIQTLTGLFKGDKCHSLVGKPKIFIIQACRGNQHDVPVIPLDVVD
Target sequence (P55212 194-293 limits assumed): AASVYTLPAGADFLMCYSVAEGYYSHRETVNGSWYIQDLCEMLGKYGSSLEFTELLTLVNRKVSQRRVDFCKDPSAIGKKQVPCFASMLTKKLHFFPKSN
Active calls of the source: *; nt = not tested or not shown; & = joins results of further samples. This is a random part of the collection (roughly 3.2% active in at least one column).

SMILES	RAD54 inh	E-selectin induc	esBAF inh	ARNT TACC3 PPI	RAD52 anneal inh	ERp5 block	PglD inh	CASP6 VEID inh
NS(=O)(=O)c1cc2c(cc1Cl)NC(C1CC3C=CC1C3)NS2(=O)=O (centres undefined)	-11	18	-6	5	-7	4	-2	1
CC1CCCCN1CCCNc1ccc(C(CC(N)=O)NC(=O)Cc2ccc(Cl)cc2)cc1[N+](=O)[O-] (centres undefined)	7	-0.2	-3	-10	-3	5	-3	-5
C=C1CCC[C@]2(C)C[C@H]3OC(=O)C(CNC(C)CCCC(C)C)[C@H]3CC12 (some centres undefined)	5	nt	-5	0	7	4	0	5
COc1ccc(N(CC(=O)NCCc2ccc(S(N)(=O)=O)cc2)S(=O)(=O)c2c(C)noc2C)cc1	-7	nt	-11	-4	-3	6	-2	1
Brc1ccc(CSc2ncn[nH]2)cc1	3	nt	-3	-4	nt	nt	-5	nt
O=C(CN(c1ccccn1)S(=O)(=O)c1ccccc1)Nc1ccccc1	nt	nt	nt	-4	-18	-5	nt	1
Cc1ccc(S(=O)(=O)N2CCC(C(=O)N[C@@H](C)C(=O)Nc3ccc4c(c3)OCO4)CC2)cc1	2	nt	-1	1	nt	nt	-3	nt
CN(C)c1ccc(C(=O)c2ccccc2C(=O)O)c(O)c1	-2	nt	4	-3	nt	nt	1	nt
CC(=O)Nc1nc(CC(=O)c2ccccc2)cs1	5	0.4	6	0	-24	8	0	-1
CCNC(=O)c1ccccc1NC(=O)c1cccc(S(=O)(=O)N2CCC(C)CC2)c1	-5	nt	3	-6	nt	nt	-5	nt
COc1ccc(Br)cc1C(=O)O	-24	0.7	-4	-4	nt	nt	2	nt
C[C@@H]1CCCCO[C@H](CN(C)Cc2ccc(C(F)(F)F)cc2)[C@H](C)CN([C@@H](C)CO)C(=O)c2cc(NS(C)(=O)=O)ccc2O1	6	-0.2	-6	0	nt	nt	-2	nt
CCCCCCCCNCCS(=O)(=O)NC1CCCCC1	-12	0.0	3	-1	-10	2	-3	-1
Cc1cccc(N2CCN(c3ccc(N4C(=O)CCCC4=O)cc3[N+](=O)[O-])CC2C)c1 (centres undefined)	-12	nt	0	7	nt	nt	4	nt
Clc1ccc(SCCCCN2CCNCC2)cc1	2	4.2	1	5	-3	-3	1	-15
C/C=C/c1ccc([C@@H]2[C@@H](CNC(=O)CC3CC3)N(C(=O)CC)[C@H]2CO)cc1	-5	0.0	-5	-4	-26	1	1	0
CNC[C@@H]1Oc2cc(-c3ccc(OC)cc3)ccc2S(=O)(=O)N([C@H](C)CO)C[C@H]1C	-1	-0.3	-3	1	7	0	2	-1
O=C(NCCOc1ccccc1)c1ccc2n[nH]nc2c1	-4	nt	21	-5	-13	0	1	4
CN1C(=O)c2cc(NS(=O)(=O)c3ccccc3Cl)ccc2OC[C@@H]2O[C@@H](CC(=O)O)CC[C@H]21	-1	-0.1	1	-10	3	-3	1	4
O=C(Nc1ccc(-c2nc3ccccc3[nH]2)cc1)c1ccc(N2C(=O)CCC2=O)cc1	nt	0.0	nt	26	-18	0	nt	-1

Complete entries, quoted from the list:
COc1ccc(Br)cc1C(=O)O across the screens: RAD54 inh: -24; E-selectin induc: 0.7; esBAF inh: -4; ARNT TACC3 PPI: -4; RAD52 anneal inh: nt; ERp5 block: nt; PglD inh: 2; CASP6 VEID inh: nt
CCCCCCCCNCCS(=O)(=O)NC1CCCCC1 across the screens: RAD54 inh: -12; E-selectin induc: 0.0; esBAF inh: 3; ARNT TACC3 PPI: -1; RAD52 anneal inh: -10; ERp5 block: 2; PglD inh: -3; CASP6 VEID inh: -1

Next results
SMILES	RAD54 inh	E-selectin induc	esBAF inh	ARNT TACC3 PPI	RAD52 anneal inh	ERp5 block	PglD inh	CASP6 VEID inh
CCN(CC)CCCNC(=O)Cn1cc2c(n1)CCC(C)C2 (centres undefined)	0	1.6	-4	-5	5	0	3	-10
CC(=O)Nc1nc(C)c(-c2csc(Nc3cccc(C(C)=O)c3)n2)s1	-4	0.8	-10	13	-4	1	6	0
Nc1[nH]c(C(=O)c2ccccc2)c(-c2ccc(Cl)cc2)c1C(=O)c1c[nH]c2ccccc12	nt	0.2	nt	nt	-19	-1	nt	-3
Cc1noc(C)c1S(=O)(=O)N(C)C[C@H]1Oc2ccc(NS(C)(=O)=O)cc2C(=O)N([C@@H](C)CO)C[C@H]1C	-9	7.9	1	-7	6	3	-7	0
C[C@@H]1CN([C@@H](C)CO)C(=O)c2cc(NS(C)(=O)=O)ccc2O[C@@H](C)CCCCO[C@@H]1CN(C)S(=O)(=O)c1ccc(F)cc1	5	0.2	-7	-4	-8	1	3	-1
O=S(=O)(c1ccc(OC(F)(F)F)cc1)N1CCC(O)(c2cccc(C(F)(F)F)c2)CC1	13	nt	-2	-2	-6	-1	-3	0
O=C(Nc1cccc(CCc2ccccn2)c1)c1cc(F)c(F)cc1Cl	nt	nt	6	5	-17	-10	nt	2
O=C(NC1CCCC1)[C@H]1[C@H](CO)[C@H]2Cn3c(ccc(-c4ccccc4)c3=O)[C@@H]1N2	nt	-0.6	nt	nt	0	-2	nt	0
CCCNC(=O)N1[C@H](CO)[C@@H]2c3ccccc3N(C(=O)CC)C[C@@H]21	-11	-0.3	-5	3	-1	nt	-4	nt
NC(=O)C1CCN(C(=O)CCC(=O)c2ccc(F)cc2)CC1	-11	0.2	3	-5	-18	3	0	0
CC1(C)C(=O)Nc2ccccc2N1C(=O)CN1C(=O)c2ccccc2C1=O	6	nt	-6	-7	nt	nt	-2	nt
Cc1ccc(C(=O)CNc2cc(C)ccc2C)cc1	-7	nt	-1	6	-19	-1	2	1
Cc1sc(NC(=S)NC(=O)c2ccc(C(C)(C)C)cc2)c(C#N)c1C	3	nt	-4	1	nt	nt	5	nt
Cc1ccc(S(=O)(=O)NCC(=O)N(CCc2ccccc2)CC(=O)NCc2ccco2)cc1	-4	nt	-6	1	nt	nt	-5	nt
CCC(=O)N(C)C[C@H]1Oc2cc(/C=C/c3ccccc3)ccc2S(=O)(=O)N([C@@H](C)CO)C[C@H]1C	-1	0.3	0	2	10	-11	1	6
C[C@@H]1CN([C@@H](C)CO)C(=O)c2cccc(NC(=O)Nc3ccc(C(F)(F)F)cc3)c2O[C@H]1CN(C)Cc1ccc(C(=O)Nc2ccccc2N)cc1	nt	1.1	nt	nt	-1	2	nt	0
CCCNC(=O)C[C@@H]1C[C@H]2c3cc(NC(=O)NC4CCCCC4)ccc3O[C@H]2[C@@H](CO)O1	-5	-0.7	-4	-6	-1	4	-2	-2
Cc1cc(N2CCOCC2)nc2ccc(NC(=S)NCCC(C)C)cc12	6	6.6	14	2	4	3	5	3
CN1C(=O)C(C)(C)c2cc(S(=O)(=O)N3CCC(C(=O)Nc4ccc(Cl)cc4)CC3)ccc21	1	-0.4	-3	-4	-2	0	0	-1
CC(=O)NC1=NN(C(C)=O)C(C)(c2ccc(Br)cc2)S1 (centres undefined)	-6	0.4	0	1	-3	1	-1	2
COCCN(C(=O)COC(=O)c1cccc2ccccc12)c1c(N)n(Cc2ccccc2)c(=O)[nH]c1=O	6	0.0	nt	4	3	4	1	3
CN(Cc1ccccc1)C(=O)CCSc1nc(-c2ccc3c(c2)OCO3)cc(C(F)(F)F)n1	-6	nt	-9	-8	nt	nt	4	nt
C[C@@H]1CN([C@@H](C)CO)C(=O)c2cc(C3=CCCCC3)cnc2O[C@H]1CN(C)Cc1ccccn1	-3	0.2	6	3	-7	15	3	-4
CC(C)C#Cc1ccc([C@H]2[C@@H](CO)N(C(=O)c3ccccn3)[C@H]2C#N)cc1	-12	-0.1	-1	18	-13	0	-2	1
C[C@H](O)C#Cc1ccc2c(c1)O[C@H](CN(C)C(=O)C1CCCCC1)[C@@H](C)CN([C@H](C)CO)S2(=O)=O	-12	nt	0	5	-9	3	1	-1
Cc1ccc(NNC(=O)CCc2ccccc2)c(C)c1	-2	-0.1	-1	-2	-7	0	-4	2
COc1ccc(CCNC(=O)COC(=O)c2ccc(C)s2)cc1	-4	-1.1	8	-3	-19	-6	-4	0
CCc1ccc(NC(=O)Nc2cccs2)cc1	0	nt	29	-25	nt	nt	8	nt
O=C(CCC1CCCN(C(=O)CC2=CCCCC2)C1)N1CCN(c2ccccn2)CC1 (centres undefined)	4	nt	-3	1	-16	2	1	-2
Cc1cccc(NC(=O)CCC(=O)N2CCOCC2)n1	5	nt	2	-5	-7	-4	-3	3
CC(C)(C)N(Cc1ccccc1)C(=O)COC(=O)c1ccccc1SCC(=O)N1CCCC1	nt	3.5	nt	-1	-3	1	nt	7
C[C@H](CO)N1C[C@H](C)[C@H](CN(C)C(=O)Nc2ccc(F)cc2)Oc2ccc(NS(=O)(=O)c3cccs3)cc2CC1=O	0	0.2	-6	-5	-6	3	1	1
Cc1c(C(=O)N/N=C/c2ccc(N3CCOCC3)cc2)nc2ccccn12	nt	nt	nt	-2	-9	11	nt	-6
O=C(CN(Cc1ccccc1Cl)C(=O)c1csnn1)NCc1ccc2c(c1)OCO2	1	nt	-2	nt	2	3	-5	3
COc1ccc(-c2cnc3cccnn23)cn1	3	0.1	11	nt	-8	0	2	0
CC(C)(C)OC(=O)N1CCC(CNC(=O)c2cccs2)CC1	0	nt	nt	-12	-25	-3	-1	0
CCOC(=O)N1CCN(C(=O)c2nc3ccccc3s2)CC1	-8	nt	22	-8	nt	nt	4	nt
COc1cccc(C(=O)NNC(=O)c2ccc3ccccc3c2O)c1	nt	nt	nt	-6	-4	-3	nt	6
O=C(Cn1ccccc1=O)NCc1ccc(F)cc1	4	1.7	0	nt	-9	3	2	-1
C#CC[N+]1(CC#Cc2ccc(C#CC[N+]3(CC#C)CCOCC3)cc2)CCOCC1	-1	nt	-3	35	nt	nt	-8	nt
O=C(CSCc1c(Cl)cccc1Cl)Nc1ccccc1-c1ccccc1	-1	nt	0	-11	-8	5	0	-1
Cc1cccc(C(=O)Nc2nc3ccc(S(C)(=O)=O)cc3s2)c1	0	nt	46*	-2	-6	1	1	-2
Cc1cc(C)c(O)c(CN(C)Cc2cc(Cl)cc(Cl)c2O)c1	3	-0.1	nt	8	-20	2	-3	5
C[C@@H]1CN([C@@H](C)CO)C(=O)c2cccc(NS(=O)(=O)c3ccc(F)cc3)c2O[C@@H]1CN(C)C	-5	0.0	1	11	-3	-6	-5	0
CC(=O)c1ccc(NC(=O)CSc2nnc(-c3ccncc3)o2)cc1	-7	-0.2	7	-6	0	-3	-2	-2
CCn1c(C)cc(=O)cc1-c1ccc(Cl)cc1	-9	0.2	-5	-8	-13	2	-3	0
CC(C)(C)[C@H]1C=C(C(=O)NCc2ccccc2)O[C@@H](OCc2ccc(CO)cc2)C1	0&-4	0.0	-5	-5&6	20&-14	5&6	0&0	0&3
C[C@@H]1CN([C@@H](C)CO)C(=O)c2cccc(NC(=O)c3ccc(-c4nccs4)cc3)c2O[C@@H]1CN(C)CC1CCCCC1	18	0.0	2	nt	-16	2	1	-3
OC[C@H]1[C@@H](c2ccc(C#Cc3ccccc3)cc2)[C@H]2CN(Cc3cncnc3)CCCCN21	2	-0.1	nt	9	-12	-10	1	2
COc1cc(OC)cc(-c2noc([C@H]3C[C@H](O)[C@@H](CO)O3)n2)c1	-10	0.0	-3	nt	-3	7	6	-1

Further records.
SMILES	RAD54 inh	E-selectin induc	esBAF inh	ARNT TACC3 PPI	RAD52 anneal inh	ERp5 block	PglD inh	CASP6 VEID inh
COc1ccc2c3c(n(C)c2c1)[C@H](CO)N(CC1CCCCC1)CC31CCN(Cc2nccs2)CC1	nt	-0.3	nt	nt	-95	-2	nt	-3
Cn1nc(-c2ccc(Cl)cc2)c2cc(C(=O)N3CCN(c4ccccc4)CC3)sc21	-7	nt	-7	0	-37	3	-1	1
COc1ccccc1C(c1nnnn1CC1CCCO1)N1CCC(C(N)=O)CC1 (centres undefined)	-13	nt	-2	-14	nt	nt	1	nt
CC(=O)Nc1ccc(S(=O)(=O)NCC(=O)OCC(=O)c2ccc[nH]2)cc1	11	8.6	2	2	-13	nt	6	4
CCN(CC(=O)Nc1c(F)cccc1F)C(=O)CCCOc1ccc(OC)cc1	6	nt	-1	-15	-6	2	-3	-133
Cc1ccc(NS(=O)(=O)c2ccc(CCC(=O)NCc3ccccn3)cc2)cc1	3	nt	-9	2	-9	-2	-5	0
